Screening results deposited in PubChem by Broad Institute.
ERp5 inh – inhibitors of human ERp5 | Q15084 | ERp5 insulin aggregation, absorbance 650 nm, 90 min | inhibition, % at 9.99 µM | 350,000 tested, 0.05% active | AID 651711;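 active means mean replicate inhibition above about 25%, with every replicate also reaching it, limit read from the data, passing the limit was not always enough; inconclusive means only one of those two criteria met; inactive means neither criterion met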
Target sequence (Q15084 whole entry, looked up): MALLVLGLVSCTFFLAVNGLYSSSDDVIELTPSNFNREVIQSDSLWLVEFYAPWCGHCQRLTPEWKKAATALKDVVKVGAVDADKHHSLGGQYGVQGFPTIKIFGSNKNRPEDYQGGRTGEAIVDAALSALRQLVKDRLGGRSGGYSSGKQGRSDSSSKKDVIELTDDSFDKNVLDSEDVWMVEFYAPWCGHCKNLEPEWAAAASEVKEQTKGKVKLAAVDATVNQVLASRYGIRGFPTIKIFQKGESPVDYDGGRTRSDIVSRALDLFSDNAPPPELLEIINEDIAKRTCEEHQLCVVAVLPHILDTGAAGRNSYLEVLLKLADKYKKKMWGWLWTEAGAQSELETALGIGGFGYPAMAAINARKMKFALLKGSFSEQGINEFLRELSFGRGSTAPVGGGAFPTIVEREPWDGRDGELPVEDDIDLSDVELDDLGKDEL
SIRT5 block – inhibitors of human sirtuin-5 desuccinylase; 330,000 tested, 1.1% active; Purified SirT5, succinyl-peptide AMC, trypsin-coupled fluorescence; inhibition, % at 15 µM; Q9NXA8; in the data active means inhibition above about 15%; inconclusive means no clear call, values can overlap the other calls
Target sequence (Q9NXA8 whole entry, looked up): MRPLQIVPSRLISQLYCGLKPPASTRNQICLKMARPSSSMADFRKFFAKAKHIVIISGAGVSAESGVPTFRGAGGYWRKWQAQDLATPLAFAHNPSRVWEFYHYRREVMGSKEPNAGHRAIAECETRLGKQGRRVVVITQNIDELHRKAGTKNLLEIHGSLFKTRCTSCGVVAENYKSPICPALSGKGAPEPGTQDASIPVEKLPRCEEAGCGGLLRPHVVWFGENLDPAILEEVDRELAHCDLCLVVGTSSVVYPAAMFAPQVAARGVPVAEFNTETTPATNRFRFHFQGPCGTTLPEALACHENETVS
CFTR F508del cor – CFTR F508del correction in bronchial cells; 350,000 tested, 0.36% active; CFBE cells, YFP halide quenching; stimulated with forskolin plus potentiator P3; % fluorescence drop versus neutral controls; AID 720511; activity (quench increase), % at 7.58 µM;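 active means mean added fluorescence quench of at least 8% versus neutral control, with both replicates also reaching 8%; inconclusive means only one of the mean or replicate conditions met; inactive means mean below 8% and not both replicates reaching 8%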;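 further: cells transiently co-express mutant CFTR-F508del with the halide-sensitive YFP; corrector assay measuring rescue of mutant channel to the surface after 24 h compound exposure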
Casp6 inh – caspase-6 (human) enzyme inhibition. inhibition, % at 12.5 µM. purified caspase-6, Z-VEID-R110 cleavage fluorescence. P55212. 350,000 tested, 0.53% active;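 active means mean inhibition across replicates at least about 35%, with every replicate also reaching that limit, limit read from the data; inconclusive means only one of the two criteria met; inactive means neither criterion met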;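 further: 0% = median of neutral control wells and 100% = no fluorescence left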
Target sequence (P55212 24-179 limits assumed): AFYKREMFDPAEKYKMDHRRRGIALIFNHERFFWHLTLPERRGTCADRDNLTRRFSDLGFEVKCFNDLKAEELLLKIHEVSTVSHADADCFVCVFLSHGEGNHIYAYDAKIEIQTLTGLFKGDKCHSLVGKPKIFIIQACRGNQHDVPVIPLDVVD
Target sequence (P55212 194-293 limits assumed): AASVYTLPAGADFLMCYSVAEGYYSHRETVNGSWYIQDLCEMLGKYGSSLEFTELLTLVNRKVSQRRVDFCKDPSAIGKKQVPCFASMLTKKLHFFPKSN
ERAP1 inh – ERAP1 (human) enzyme inhibition. recombinant ERAP1, Leu-AMC fluorescence, 60 min. inhibition, % at 10.7 µM. 340,000 tested, 0.15% active;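 active means mean replicate inhibition of at least 30%, or all replicates individually reaching that 30% level; inactive means mean below 30% and not every replicate reaching it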;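 further: 0% = neutral control wells and 100% = L-leucinethiol positive control wells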
DENV2 CPE – protects cells from dengue virus 2 cytopathic effect. DENV2-infected cells, cytopathic effect rescue, plate reader. CPE inhibition, % at 9.99 µM. 350,000 tested, 1.7% active; in the data active means CPE inhibition above about 20%, passing the limit was not always enough; inconclusive means no clear call, values can overlap the other calls; tested in BHK-21 cells;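 further: 0% = median of neutral control wells and 100% = median of positive control wells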
miR-122 sensor – miR-122 inhibition in Huh7 cells. Huh7 miR-122 Renilla luciferase sensor, 48 h; neutral wells = 0, positive control = 100. activation (reporter increase), % at 12.5 µM. 340,000 tested, 0.3% active;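 active means mean replicate activation score at least 90 and every replicate individually at or above 90; inconclusive means only one of the two criteria met; inactive means neither criterion met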;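 further: higher luciferase means less miR-122 activity so hits act as miR-122 inhibitors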
* marks the source's active call; other numbers are inactive results; u = inconclusive; x = not tested or not shown; [ ] = remark or other dose. Not a hit list; about 4% have a hit in one of these screens.

Results follow in this order: SIRT5 block, ERp5 inh, miR-122 sensor, CFTR F508del cor, DENV2 CPE, ERAP1 inh, Casp6 inh
1: CCOC(=O)C1=CC[C@@H](c2cc3cc(OC)ccc3n2C)N(S(=O)(=O)c2ccc(C)cc2)[C@H]1C(=O)OCC
  -4.5, -2.0, -5.3, -1.7, -17.8, -0.7, -1.2
2: COC(=O)c1c(NC(=O)Cc2ccc(OC)c(S(=O)(=O)N3CCOCC3)c2)sc(C)c1C
  2.8, -16.5, x, 0.6, 2.5, -1.0, 4.1
3: COCC(=O)N1[C@@H](CO)[C@@H](c2ccccc2)C12CN(Cc1cc(F)ccc1F)C2
  -1.7, -2.1, x, 2.1, -0.7, 0.3, 1.1
4: COc1ccc(CN2CCCC(CO)(Cc3ccc(F)cc3)C2)cc1C (stereo not given)
  -2.4, -2.3, 2.1, 0.5, -2.0, -2.2, -2.2
5: C[C@@H]1CN([C@H](C)CO)C(=O)c2cc(NC(=O)Nc3ccc(C(F)(F)F)cc3)ccc2O[C@@H]1CN(C)Cc1ccccc1
  -3.1, -8.4, 18.1[16.7 µM], 1.9, 83.2*, -0.4, 0.7
6: CC(C)NC(=O)N(C)C[C@@H]1OCCCC[C@H](C)Oc2ccc(NC(=O)CCC(F)(F)F)cc2C(=O)N([C@@H](C)CO)C[C@@H]1C
  0.2, -4.4, 16.2[16.7 µM], -0.9, 5.5, 1.7, 1.8
7: O=C(COC(=O)c1ccccc1Oc1ccccc1)NC1CC1
  7.1, -5.8, -15.8, -3.3, -5.0, -1.8, -3.0
8: C#CC[N+]1(CC#Cc2cccc(C)c2)CCCCC1
  -5.6, 4.6, 1.0, -2.3, -5.2, 0.2, -25.9
9: O=C(NCCN1C(=O)C2C3C=CC(C3)C2C1=O)N1CCCCC1 (stereo not given)
  x, 1.3, 1.7, -0.8, u, x, -3.1
10: CC(C(=O)Nc1ccc(F)c(F)c1F)N(C)CCOc1ccccc1 (stereo not given)
  2.1, -4.0, -9.0, 2.5, 8.5, 1.4, -16.2

Next results:
Results follow in this order: SIRT5 block, ERp5 inh, miR-122 sensor, CFTR F508del cor, DENV2 CPE, ERAP1 inh, Casp6 inh
11: CCCNC(=O)[C@@H]1[C@@H](CO)[C@@H]2Cn3c(ccc(-c4cccc(F)c4)c3=O)[C@H]1N2C(C)=O
  -27.1, -4.1, 1.4[16.7 µM], 0.1, 16.6, 0.8, 2.0
12: C[C@H](CO)N1C[C@H](C)[C@H](CN(C)S(=O)(=O)c2cn(C)cn2)Oc2ccc(NC(=O)Nc3ccc4c(c3)OCO4)cc2CC1=O
  x, x, 6.8[16.7 µM], -3.4, u, x, x
13: CSc1ccc(CCNS(=O)(=O)c2ccc3c(c2)C(C)(C)C(=O)N3C)cc1
  -3.0, 1.0, 80.5, -0.5, 3.4, -3.2, -0.7
14: COc1cccc(CNC(=O)c2ccc(NC(=O)CC3SC(N4CCCC4)=NC3=O)cc2)c1 (stereo not given)
  10.7, -1.5, 0.7, -0.5, -1.7, 2.0, 0.7
15: O=C(C1CCCCC1)N1[C@@H]2CNc3ccccc3[C@@H]2[C@@H]1CO
  0.7, 0.1, -21.4[16.7 µM], -1.6, 0.0, x, x
16: Cc1nn(C(C)(C)C)c(C)c1/C=N/OC(=O)Nc1ccc(Cl)c(Cl)c1
  -2.7, -5.0, 3.2, 2.1, -3.5, x, -1.2
17: C[C@@H]1CN(C(=O)OC(C)(C)C)CCN1c1ccc(N2CC[C@H](O)C2)c(C#N)c1
  1.5, 3.3, x, -2.7, -3.3, 4.7, 6.2
18: Cc1ccc(-c2ccc(CN3C(CC(C)C)C(=O)N(Cc4cn(Cc5ccco5)nn4)CCS3(=O)=O)cc2)cc1 (stereo not given)
  -3.3, 6.9, -6.6, -0.6, 0.4, -0.9, 0.7
19: CO[C@@H](CN(C)C(=O)c1cnccn1)[C@@H](C)CN([C@@H](C)CO)S(=O)(=O)c1ccccc1
  -2.3, 5.6, x, 0.2, -1.4, 0.0, 0.4
20: CC1CCCC(C)N1C(=O)COC(=O)c1cccc(S(=O)(=O)N(C)c2ccccc2)c1 (stereo not given)
  -4.1, 2.5, -6.0, 0.3, -5.5, -0.8, 0.9

Later entries:
Results follow in this order: SIRT5 block, ERp5 inh, miR-122 sensor, CFTR F508del cor, DENV2 CPE, ERAP1 inh, Casp6 inh
21: CCOC(=O)C1=C(CC)Nc2ccccc2N=C1NC(=O)c1cc(S(=O)(=O)N2CCOCC2)ccc1C
  -1.1, 0.6, 10.8, 1.0, 3.4, 1.1, -1.9
22: O=C(OCc1cccc([N+](=O)[O-])c1)c1ccc[nH]c1=O
  3.7, 1.4, 1.2, 0.3, 2.6, 4.1, -0.8
23: O=C(c1cccnc1)N1CC(=O)N2[C@H](CO)[C@@H](c3ccc(-c4cccnc4)cc3)[C@@H]2C1
  4.2, -3.5, x, -0.6, 11.6, -1.9, -7.2
24: Cc1ccc2[nH]c3c(c2c1)CCN(C)C3
  -3.8, -2.3, 6.9, 1.1, 2.5, 6.6, -9.0
25: CC(=O)Cc1cc(O)c2ccccc2c1OC(=O)c1ccccc1
  x, 4.6, x, 2.7, -3.6, -3.1, 5.5
26: C[C@H]1CN([C@@H](C)CO)C(=O)Cc2cc(NS(=O)(=O)c3ccccc3)ccc2O[C@H]1CN(C)C(=O)Nc1ccccc1
  1.4, -11.3, -0.7[16.7 µM], 0.6, -1.3, 0.7, 1.1
27: O=C(CNc1ccccc1F)Nc1cccc2ccccc12
  -1.5, 1.5, -0.6, 2.9, -0.8, 2.4, -5.8
28: CC(=O)Nc1ccc(NC(=O)C(C)OC(=O)c2cccc(S(=O)(=O)N3CCCCCC3)c2)cc1 (stereo not given)
  -1.9, 2.9, -5.3, -1.7, -11.3, -4.3, 0.0
29: O=C(Nc1cccc(C(F)(F)F)c1)C(=O)N1CCCCC1
  -3.0, 4.0, 10.0, -1.1, -2.8, 3.2, -0.8
30: CCN1CC(=O)N2[C@H](CO)[C@H](c3ccc(Br)cc3)[C@H]2C1
  -1.0, -2.6, x, -1.2, -4.9, 1.8, 2.6

Continued.
Results follow in this order: SIRT5 block, ERp5 inh, miR-122 sensor, CFTR F508del cor, DENV2 CPE, ERAP1 inh, Casp6 inh
31: C[C@@H]1CN([C@@H](C)CO)C(=O)Cc2cc(NC(=O)Nc3ccccc3)ccc2O[C@@H]1CN(C)S(=O)(=O)c1ccc(Cl)cc1
  6.7, -3.4, -5.2[16.7 µM], 0.9, 8.5, 0.0, 2.9
32: COc1ccccc1C(=O)NCCC(=O)OCC(=O)Nc1ccc(S(N)(=O)=O)cc1
  -3.5, -2.2, 11.1, -0.1, -4.0, 1.1, 9.0
33: CC(=O)Nc1ccc(C(=O)N2CCCCC2c2cc(C(=O)Nc3ccccc3Cl)no2)cc1 (stereo not given)
  -4.0, 2.3, -4.1, -3.4, 0.2, 2.5, 4.1
34: COc1ccccc1C(=O)Nc1ccc2c(c1)OC[C@H](C)N(C)C[C@@H](C)[C@@H](OC)CN(C)C2=O
  -0.6, 1.2, 5.8[16.7 µM], 5.0, -9.2, 3.1, 1.0
35: COC(=O)C1=C(SC)N(c2ccccc2)C(c2ccccc2)CC1=O (stereo not given)
  2.3, 4.0, x, 1.1, 13.8, 1.8, 2.0
36: CC(C)(C)C1COc2ccccc2N1C(=O)c1ccccc1Cl (stereo not given)
  -0.4, 0.3, -6.2, 0.2, -8.9, -4.4, -2.4
37: COc1cccc(NC(=O)Nc2nnc(N3C(C)CCCC3C)s2)c1 (stereo not given)
  -1.7, 1.1, -0.6, 2.7, -8.0, x, -1.0
38: Cc1ccc(C(O)(C(=O)NNc2ccccn2)c2ccc(C)cc2)cc1
  3.2, -0.1, -4.0, -1.9, -9.6, 1.1, 1.7
39: CC(=O)CCc1ccc(OCCCOc2cccc3cccnc23)cc1
  -2.4, -0.1, -0.2, -2.5, -5.8, -1.2, 1.6
40: O=C(OCC(=O)N1CCN(c2ccccc2)CC1)c1ccc(O)cc1O
  -0.9, -2.1, x, 2.3, -5.3, 0.2, -9.9

Brought forward from above: two entries, then new ones.
Results follow in this order: SIRT5 block, ERp5 inh, miR-122 sensor, CFTR F508del cor, DENV2 CPE, ERAP1 inh, Casp6 inh
39: CC(=O)CCc1ccc(OCCCOc2cccc3cccnc23)cc1
  -2.4, -0.1, -0.2, -2.5, -5.8, -1.2, 1.6
40: O=C(OCC(=O)N1CCN(c2ccccc2)CC1)c1ccc(O)cc1O
  -0.9, -2.1, x, 2.3, -5.3, 0.2, -9.9
41: O=S(=O)(N[C@H]1CC[C@@H](CCn2cc(-c3ccccn3)nn2)O[C@@H]1CO)c1cccc(Cl)c1
  1.8, 1.7, -0.9[16.7 µM], -0.2, -2.9, -0.2, 0.3
42: O=C(CCC1CCCN(C(=O)COc2ccccc2)C1)N1CCN(c2ccccn2)CC1 (stereo not given)
  -3.4, 3.1, x, 6.1, 10.3, -1.4, -1.2
43: CCOc1cccc(-c2c(C(=O)N/N=C(\C)c3cccs3)nnn2-c2nonc2N)c1
  -1.6, 4.9, 18.6, -8.2, -0.9, -3.7, x
44: Cn1c(CC(=O)Nc2ccc(Cl)c(Cl)c2)nnc1SCC(=O)NCc1ccccc1
  0.8, 2.1, x, -0.4, -1.1, -4.3, -5.4
45: CCC1CC(=O)CCN1S(=O)(=O)c1ccc(C)cc1 (stereo not given)
  -0.9, -0.9, -5.7, -0.9, u, -1.7, 3.3
46: CC(C(=O)Nc1ccc(C#N)cc1)N(C)CC(=O)N(C)c1c(N)n(Cc2ccccc2)c(=O)[nH]c1=O (stereo not given)
  -4.8, 4.8, -3.9, -4.2, -3.7, -2.6, 2.6
47: O=C(Nc1ccccc1F)N[C@@H]1CC[C@H](CCNC(=O)C2CCCC2)O[C@@H]1CO
  2.6, -1.6, -15.9[16.7 µM], 1.0, -5.8, 1.2, 32.3
48: C[C@H]1CN([C@@H](C)CO)C(=O)c2cc(-c3ccc(C(=O)N(C)C)cc3)cnc2O[C@H]1CN(C)C(=O)CN(C)C
  0.3, 1.2, -4.4[16.7 µM], 1.9, 4.8, -2.1, 0.4
49: Cc1cccc2cc3c(NC(=O)C(C)(C)C)nn(CC(C)C)c3nc12
  -3.1, 0.2, 13.0, -0.5, 5.0, -2.3, -2.5
50: CO[C@H]1CN(C)C(=O)c2ccc(NC(=O)C3CCCC3)cc2OC[C@@H](C)N(C(C)=O)C[C@@H]1C
  -2.5, -2.2, x, -0.1, 0.4, -1.1, 4.8

(more compounds)
Results follow in this order: SIRT5 block, ERp5 inh, miR-122 sensor, CFTR F508del cor, DENV2 CPE, ERAP1 inh, Casp6 inh
51: O=C1OC(N2C(=O)CC[C@H]2C(=O)NCC2CCCO2)c2ccccc21 (stereo not given in full)
  x, -0.6, -2.2, 1.0, 27.8*, -1.2, -4.2
52: COC(=O)Cc1ccc(NC(=S)N2CCCC(CO)C2)cc1 (stereo not given)
  -7.2, 9.8, 1.6, 0.6, -10.5, 0.0, 2.1
53: O=S(=O)(Nc1cc(S(=O)(=O)N2CCOCC2)ccc1NCC1CCCO1)c1ccccc1F (stereo not given)
  0.6, 0.1, 36.0, 0.3, 10.7, -7.8, -0.8
54: Cc1ccc(Nc2nc(N)nc(CSc3nnc(C)s3)n2)cc1
  -0.7, -2.6, x, 3.9, -3.3, 0.2, -0.4
55: CN(C(=O)c1c[nH]c(=O)cc1C(F)(F)F)c1ccc(Cl)cc1
  2.3, 4.7, x, 0.3, -3.5, -0.5, 1.4
56: C[C@H](CO)N1C[C@H](C)[C@H](CN(C)C(=O)c2ccccc2)OCCCC[C@H](C)Oc2ccc(NC(=O)Nc3ccc(C(F)(F)F)cc3)cc2C1=O
  2.8, 3.7, -13.8[16.7 µM], 7.7, 58.5*, -0.7, -0.3
57: CCC(=O)NCCc1nc2ccccc2n1CC
  -1.7, -4.4, -3.7, 2.5, 2.0, 0.5, -3.0
